Bioassay records from PubChem BioAssay.
PKA-R2B activ = PKA-R2B complex activation; PKA-R2B holoenzyme dissociation, Cy5-IP20 fluorescence polarization; R2B truncated from residue 108, S112A mutant; 0% DMSO only, 100% 113 µM cGMP; hit rate 0.079% among 340,000; activation, % at 11.4 µM;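 active = activation above a cutoff set at the mean over all compounds plus 3 SD, cut at about 18% in these data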;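 note: higher means more holoenzyme dissociation and a rise in polarization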
dFosB activator = mouse delta FosB homodimer activation; P13346; purified delta FosB, TAMRA-CDK5 oligo fluorescence polarization; percent of positive-control signal above neutral wells; activation, % at 25 µM; hit rate 0.99% among 340,000; AID 493131;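 active = mean activation above about 17%, with every replicate also reaching it, limit read from the data, passing the limit was not always enough; inconclusive = only one of the two conditions met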;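 note: fluorescence polarization rise as delta FosB binds a TAMRA Cdk5 AP-1 oligo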
SUMO Mot1 rescue = blocks SUMOylation pathway, rescuing yeast Mot1-301 growth; S. cerevisiae Mot1-301 growth rescue, ATP luminescence, 38.5C; percent above DMSO median, 100 means doubled; growth rescue, % at 18.8 µM; hit rate 1% among 320,000;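 active = every valid replicate shows activation above 250% relative to neutral control wells; inactive = the rest, any valid replicate at or below 250%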;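 note: OY570 slx delta 5 strain wells were the positive control but not used for scaling; some compounds called inactive have numbers as strong as hits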
SR-BI uptake up = enhances SR-BI lipid uptake from DiI-HDL; CHO ldlA[mSR-BI] cells, DiI-HDL uptake fluorescence, 3 h; 100 = double the neutral-control signal; hit rate 0.096% among 320,000; activation, % at 12.5 µM;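 active = mean replicate activation of at least 60% and every replicate at or above 60%; inconclusive = mean or all-replicate condition met, but not both; inactive = mean below 60% and not all replicates reaching 60%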;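 note: 0% = median plate neutral-control signal and 100% = twice that signal; values of inactives mirror those of a sister screen read the other way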
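Assay system: LDL receptor-deficient CHO ldlA cells overexpressing murine SR-BI / Medium: BSA-supplemented, HEPES-buffered Ham's F12, pH 7.4 / Probe or stimulus: DiI-labelled HDL at 10 µg/mL final / Timing: compound with DiI-HDL co-incubation, 3 h at 37 °C / Technique: bottom-read cell fluorescence after medium removal, ex 550/em 595 nm / Measure: HDL uptake via cellular fluorescence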
CDK5 inh = CDK5/p35 (human) kinase inhibition. Q00535+Q15078. Recombinant CDK5/p35, ADP-Glo luminescence, 60 min. inhibition, % at 10 µM. hit rate 0.01% among 330,000;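 active = highest replicate inhibition of at least 50% and at least 75% of replicates reaching 50%; inconclusive = only one of the two criteria met; inactive = both criteria failed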;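 note: plate controls were DMSO neutral control for no effect and GW8510 at 10 µM for full effect; many of its hits are not listed in these tables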
MITF TRPM1 HTS = increases MITF-driven TRPM1 promoter luciferase signal | SK-MEL-5 TRPM1-promoter luciferase, 24 h; % of positive control, neutral wells = 0 | activation, % at 12.5 µM | hit rate 0.75% among 300,000 | AID 588334;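 active = mean activation of at least 80% with every replicate also reaching 80%; inconclusive = mean reaches 80% but some replicate falls short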;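 note: 0% = neutral control wells and 100% = parthenolide positive control wells; values of inactives mirror those of a sister screen read the other way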
NSD2 HMT inh = NSD2 (human) methyltransferase inhibition; O96028; NSD2 peptide methylation, AlphaScreen, 120 min; inhibition, % at 12.5 µM; hit rate 0.54% among 310,000; AID 743445; in the data active = inhibition above about 50%
Target sequence (O96028 whole entry, looked up): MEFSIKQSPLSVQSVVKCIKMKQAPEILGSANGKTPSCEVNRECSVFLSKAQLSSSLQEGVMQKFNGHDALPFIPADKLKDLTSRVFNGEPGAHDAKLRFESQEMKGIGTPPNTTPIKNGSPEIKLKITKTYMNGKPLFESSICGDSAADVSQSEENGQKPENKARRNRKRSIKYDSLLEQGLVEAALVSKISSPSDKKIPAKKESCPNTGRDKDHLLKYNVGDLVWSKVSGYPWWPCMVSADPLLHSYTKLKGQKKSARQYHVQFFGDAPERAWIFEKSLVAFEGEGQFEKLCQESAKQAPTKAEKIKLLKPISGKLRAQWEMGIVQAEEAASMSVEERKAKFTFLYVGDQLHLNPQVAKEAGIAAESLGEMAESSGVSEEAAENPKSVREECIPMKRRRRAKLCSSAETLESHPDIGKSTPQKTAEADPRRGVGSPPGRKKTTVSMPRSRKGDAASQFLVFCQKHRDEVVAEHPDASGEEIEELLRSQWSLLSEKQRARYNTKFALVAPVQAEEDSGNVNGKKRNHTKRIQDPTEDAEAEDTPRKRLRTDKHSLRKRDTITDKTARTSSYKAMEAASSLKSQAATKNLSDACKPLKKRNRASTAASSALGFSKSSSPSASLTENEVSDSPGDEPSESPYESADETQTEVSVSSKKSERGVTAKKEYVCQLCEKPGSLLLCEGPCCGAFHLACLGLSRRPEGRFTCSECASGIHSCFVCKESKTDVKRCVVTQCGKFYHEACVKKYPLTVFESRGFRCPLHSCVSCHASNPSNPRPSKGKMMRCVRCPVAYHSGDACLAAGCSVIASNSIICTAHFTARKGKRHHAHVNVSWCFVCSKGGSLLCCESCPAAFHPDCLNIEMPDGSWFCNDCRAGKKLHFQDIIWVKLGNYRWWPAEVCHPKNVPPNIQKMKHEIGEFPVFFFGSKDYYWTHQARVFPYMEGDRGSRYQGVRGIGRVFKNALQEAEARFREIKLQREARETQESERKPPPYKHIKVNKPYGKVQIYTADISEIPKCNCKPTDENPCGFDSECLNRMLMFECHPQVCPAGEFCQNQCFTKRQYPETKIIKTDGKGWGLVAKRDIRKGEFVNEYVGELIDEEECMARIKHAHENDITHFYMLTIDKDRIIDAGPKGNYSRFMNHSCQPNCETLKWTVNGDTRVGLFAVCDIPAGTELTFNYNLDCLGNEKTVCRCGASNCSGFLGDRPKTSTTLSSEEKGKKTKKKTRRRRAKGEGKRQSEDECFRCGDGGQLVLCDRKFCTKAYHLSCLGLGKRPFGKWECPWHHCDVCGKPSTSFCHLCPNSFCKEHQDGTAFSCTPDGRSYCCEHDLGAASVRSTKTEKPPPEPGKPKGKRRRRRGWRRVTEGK
Arrestin-AP2 inh = blocks beta-arrestin peptide binding to AP2 adaptin. FITC-arrestin peptide / GST-AP2 beads, flow cytometry; AP2 beta2 appendage carries R879A mutation. inhibition, % at 10 µM. hit rate 0.31% among 340,000. AID 504490;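 active = inhibition above a set limit, near 3 SD of compounds lacking own fluorescence, cut at about 54% in these data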;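 note: plate controls were DMSO wells for no effect and 5 µM unlabelled arrestin peptide for full effect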
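System: GST-tagged AP2 beta2-adaptin appendage (R879A) on 4 µm glutathione beads / Reagent: FITC-arrestin peptide, 50 nM / Detection: HyperCyt-sampled flow cytometry, FL1 channel, ex 488/em 535 nm / Timing: 12 min plus 1 h, RT / Buffer or medium: PBS plus Tween 20 (0.05%) and BSA (0.1%)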
SR-BI HDL uptake = mouse SR-BI HDL lipid transfer inhibition. hit rate 0.96% among 320,000. AID 488896. ldlA[mSR-BI] CHO cells, DiI-HDL uptake fluorescence, 3 h. inhibition, % at 12.5 µM. Q61009;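 active = mean replicate inhibition of at least 70% and a set share of replicates each scoring 70 or more; inconclusive = meets just one of the two criteria; inactive = fails both criteria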;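 note: 0% = median of neutral control wells and 100% = median of positive control wells; values of inactives mirror those of a sister screen read the other way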
PKA-R1A activ = PKA-R1A complex activation; P00514+P68181; PKA-R1A dissociation, Cy5-IP20 fluorescence polarization; scaled: DMSO 0%, 113 µM cGMP 100%; activation, % at 11.4 µM; hit rate 0.083% among 340,000;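 active = percent activation above the mean of all tested compounds plus 3 SD, cut at about 19% in these data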;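 note: higher means more PKAc released from R1A so a rise in polarization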
DSG3 Ab inh = blocks pemphigus antibody binding to human desmoglein-3; DSG3-coupled beads, scFv-anti-DSG3-GFP binding, flow cytometry; hits give low values; binding (percent of control), % at 10 µM; P32926; hit rate 0.48% among 310,000;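 active = binding more than 3 SD below its plate's average and above zero; inconclusive = below that plate limit but binding exactly zero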;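 note: hits lower antibody fragment binding to DSG3; some compounds called inactive have numbers as strong as hits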
* hit, by the source's call; ? = inconclusive; / = no result given. Rows are unselected; 4.7% or so of the library scored in one or more.

SMILES	PKA-R2B activ	dFosB activator	SUMO Mot1 rescue	SR-BI uptake up	CDK5 inh	MITF TRPM1 HTS	NSD2 HMT inh	Arrestin-AP2 inh	SR-BI HDL uptake	PKA-R1A activ	DSG3 Ab inh
COc1cccc(C2=NC(C)(C)NC(c3ccccc3O)C2)c1 (configuration not stated)	-4	1	0	-13	-1.1	14	/	-7	13	2	100
O=C(CC1Sc2ccccc2NC1=O)NCc1ccccc1 (configuration not stated)	-10	12	7	/	0.5	-3	-5	-17	/	-9	103
Clc1ccc(SCCCCn2cncn2)cc1	-1	-2	129	25	-2.1	-1	-3	12	-25	-16	98
FC(F)(F)c1cccc(N2CCN(CC3CC4C=CC3C4)CC2)c1 (configuration not stated)	-9	4	51	-2	-3.2	-1	/	1	2	3	94
CC(=O)N(Cc1cc2cc(C)c(C)cc2n2nnnc12)CC1COCCO1 (configuration not stated)	-8	3	4	7	-0.6	-1	2	0	-7	1	98
COc1ccccc1N(C)S(=O)(=O)c1ccc(C(=O)NNC(=O)c2ccccc2O)cc1	-6	8	/	-126	1.7	-11	/	-11	126*	2	103
COc1ccc(NC(=O)CN2CCN(c3nc(-c4ccc(F)cc4)cs3)CC2)c(OC)c1	-6	-3	31	-16	-3.2	6	2	0	16	-3	106
CCC(C)c1ccc(S(=O)(=O)Nc2cccnc2)cc1 (configuration not stated)	4	-5	127	2	-1.9	3	1	33	-2	-8	93
O=C(O)c1ccc(/C=C/C(=O)c2ccc3c(c2)OCCCO3)cc1	0	0	73	11	1.3	-11	1	5	-11	-2	111
COc1ccccc1NC(=O)CSc1nnc(C)o1	8	2	-4	7	3.1	1	3	13	-7	1	96
COc1ccc(NC(=O)c2ccccc2N2C(=O)C3C4C=CC(C5CC45)C3C2=O)c(OC)c1 (configuration not stated)	7	-8	0	2	0.0	-4	2	1	-2	-4	107
O=C(CSc1ncnc2nc[nH]c12)N1CCOCC1	14	-4	-19	18	2.2	7	-3	10	-18	4	99
CCCCOC(=O)C1=C(C)Nc2ncnn2C1c1ccc(OC)c(OC)c1 (configuration not stated)	5	-10	/	6	-1.2	-5	-2	-12	-6	-6	100
Oc1ccc2c(c1)oc1cc(O)ccc12	-5	-1	138	-7	13	6	/	-3	7	0	120
C/C(=C\C(=O)c1ccc(Br)cc1)NNC(=O)c1ccc(O)cc1	5	0	-30	-70	2.0	/	8	-3	70	-5	96
Cc1ccc(C(=O)N2CCC(C(=O)c3c(C)cc(C)cc3C)CC2)cc1	0	-15	30	-34	1.4	-5	-3	8	34	0	100
Cc1cc(C)c(C(=O)OCCNC(=O)c2cccnc2)cc1C	10	2	6	-19	-1.9	7	6	7	19	0	103
CCCCN1C[C@H](Cc2ccccc2)[C@@H](CC(=O)Nc2ccccc2)C1=O	14	-6	-10	-6	1.6	5	/	7	6	-1	108
CCOC(=O)C1=C(N)n2c(s/c(=C\c3cccnc3)c2=O)=C(C#N)C1c1cccnc1 (configuration not stated)	9	-5	/	/	0.7	0	-1	-2	/	-6	90
N=c1c(C(=O)NCCc2ccccc2)cc2c(=O)n3ccccc3nc2n1CC1CCCO1 (configuration not stated)	-1	-19	53	2	-0.4	13	-6	11	-2	8	101
CN(C)c1ccc(NC(=O)CSCc2nc3c(nnn3Cc3ccc(F)cc3)c(=O)[nH]2)cc1	-8	-14	/	29	-0.5	0	/	0	-29	-9	99
COc1ccc(N(C)S(=O)(=O)c2cccc(C(=O)NC3CCCC3)c2)cc1	2	-2	-14	/	1.7	-4	/	24	/	0	112
O=C(CSc1nnc(-c2ccccc2F)n1C1CC1)Nc1ccc2[nH]c(=O)[nH]c2c1	0	-2	1	/	-0.9	12	0	36	/	9	105
CC(C)NC(=O)COc1coc(CN2CCN(c3cccc(Cl)c3)CC2)cc1=O	-7	-1	-9	12	/	-2	7	-11	-12	-1	99
COC(=O)Cn1ccc(-c2ccc(Cl)cc2)c(C#N)c1=O	-3	-2	1	24	0.0	12	-3	-27	-24	2	100
Cc1cc(NC(=O)C2CC2)ccc1NC(=O)c1cccs1	-4	-3	-16	/	-0.7	17	2	-10	/	-2	/
O=C1CCC(/C=C/c2ccccc2)=NN1Cc1ccccc1	1	-7	-6	16	3.1	?	2	33	-16	-5	100
COc1cccc(CN2CCN(C(=O)c3cccc4ccccc34)CC2)c1OC	6	-12	735*	16	-1.7	-5	-1	7	-16	3	128
CS(=O)(=O)NN1C(=O)c2ccccc2NC1c1ccccc1O (configuration not stated)	0	5	-11	3	0.9	5	-3	-1	-3	2	116
CCOC(=O)C1=C(N)n2c(s/c(=C\c3ccco3)c2=O)=C(C(=O)OC(C)C)C1c1ccco1 (configuration not stated)	-4	-9	0	-28	-0.5	3	13	19	28	-6	90
CCN1CCN(CC(=O)NC2CCCCC2)C(=O)C1=O	-6	5	4	22	-0.6	-6	/	8	-22	-3	100
O=C(COc1ccc(-n2ccnc2)cc1)Nc1cccc(Cl)c1	8	-7	11	-4	0.4	2	-4	-2	4	-8	/
CCOc1ccc(C(=O)NCc2ccco2)cc1	-5	0	-6	13	4.0	27	-3	25	-13	-5	90
CC(=O)c1cc(C#N)c(SCc2ccccc2)nc1C	-4	1	16	-52	1.7	29	-1	3	52	-3	102
COc1cccc(CNC(=O)c2cc(COc3c(F)cccc3F)on2)c1	-4	-12	15	11	2.4	18	-2	9	-11	-4	107
N#Cc1nc(Cc2ccccc2)oc1N1CCCC1	-7	9	/	8	-2.6	9	-1	8	-8	4	96
O=C(CN1CCN(S(=O)(=O)N2CCCCCC2)CC1)Nc1cc(Cl)ccc1Cl	8	-3	-11	14	-0.4	6	-2	0	-14	13	103
COc1ccc(CNS(=O)(=O)c2ccc(-n3cnnn3)c(OC)c2)cc1	-2	-6	-10	/	-3.0	5	-1	4	/	6	93
CN(C)c1ncnc2c1ncn2C1CCCO1 (configuration not stated)	-5	0	/	-16	0.4	-4	-1	7	16	7	112
CCC(=O)NNC(=O)Cc1c(C)n(C(=O)c2ccc(Cl)cc2)c2ccc(OC)cc12	2	11	-7	/	-1.1	/	-3	-7	/	3	96
COc1ccccc1NC(=O)c1cc(Br)ccc1Cl	2	-8	20	-56	0.0	-5	-3	-1	56	4	100
COc1ccccc1C(=O)NCc1ccco1	-1	-2	6	6	-0.2	-7	-2	0	-6	-1	104
CCCCN(CCCC)Cc1ccc(C(=O)NNC(=O)Nc2ccc(F)cc2)o1	8	-7	2	/	-2.2	0	12	7	/	9	100
CCOC(=O)N1CCC(NS(=O)(=O)c2cc3c(cc2Br)CCN3C(=O)CC)CC1	8	-15	/	16	-0.1	7	-6	-1	-16	11	97
Cc1ccc(NC(=O)c2cccc(S(=O)(=O)N(C)c3ccccc3)c2)cc1S(=O)(=O)N1CCOCC1	-5	-1	0	-1	0.8	-4	2	-2	1	-11	101
CN(CC(=O)Nc1ccccc1Br)C(=O)CNC(=O)c1ccc2c(c1)OCO2	-10	0	-8	-7	0.2	2	-1	-4	7	-1	95
Cc1ccc(C(=O)Nc2ccccc2C(=O)N2CCCCC2C)cc1 (configuration not stated)	-4	-15	-12	2	-0.8	-8	0	-3	-2	-8	/
NS(=O)(=O)c1ccc(Sc2ccc3ccccc3c2)nc1	5	-16	4	/	-1.3	/	-2	13	/	-3	105
O=C(NC[C@@H]1CCCO1)c1cccc2c1C(=O)c1ccc(N3CCOCC3)cc1S2(=O)=O	-7	7	-10	48	-1.0	1	/	3	-48	1	105
CC(Oc1ccccc1)C(=O)Nc1nnc(S(=O)(=O)N(C)c2ccccc2)s1 (configuration not stated)	3	-10	-15	17	-2.0	-8	-2	52	-17	-4	107
COc1ccc(-c2csc(N(CCCN(C)C)C(=O)c3ccccc3C)n2)cc1	8	-8	9	37	0.7	/	17	6	-37	-7	96
Clc1ccc2c(c1)[C@H]1OCC[C@H]1[C@@H](c1ccco1)N2	6	-17	140	2	4.4	48	/	-3	8	9	106
COc1cc(-c2cc(C(=O)O)c3cc4c(cc3n2)OCCO4)cc(OC)c1OC	6	3	1	12	0.2	-13	0	6	-12	-3	94
Cc1cc(NC(=O)C2CCCN(S(=O)(=O)c3c(C)noc3C)C2)n[nH]1 (configuration not stated)	1	-6	3	8	-1.0	/	/	1	-8	-1	112
CCn1cc(SCC(=O)N2CCOCC2)c2ccccc21	5	-10	0	-12	1.5	39	/	5	12	2	107
O=C(Nc1cccc(C(F)(F)F)c1)C1C2CC3OC(=O)C1C3C2 (configuration not stated)	3	-5	0	/	-0.8	4	1	-2	/	-2	/
CCn1c(COc2ccccc2C)nc2ccccc21	0	0	-12	-19	2.1	?	-3	5	19	-1	157
CC(C)NC(=O)N1CCCN(c2nc3ccc(Cl)cc3s2)CC1	-9	-4	-8	-28	-2.1	19	-1	-16	28	0	109
O=C(Nc1ccc2c(c1)OCCO2)c1cc2sccc2n1Cc1ccc(F)cc1	1	-8	238	-66	-0.2	22	0	2	66	0	/
O=C(CSc1nnc(NC(=O)c2ccc(S(=O)(=O)N3CCOCC3)cc2)s1)Nc1ccccc1C(F)(F)F	1	0	-21	23	0.4	-9	-1	3	-23	-2	129
CCN(C(=O)COC(=O)c1ccc(O)cc1)c1cccc2ccccc12	6	-14	27	-3	0.3	-4	0	15	3	6	/
C=CCOc1cccc(CNCc2cccnc2)c1	5	1	-17	6	1.2	11	-2	3	-6	-2	104
COc1ccc(CNS(=O)(=O)c2ccc(N3CCCC3)cc2Br)cc1	1	3	/	4	-1.7	4	/	-7	-4	-12	99
